Source: PubChem BioAssay
NOD1 NF-kB reporter – NOD1 signaling inhibitors, primary screen, cell-based, luminescence, uHTS (AID 1578); 290,000 tested, 1% active; inhibition, % at 4 µM; hits with a dose series show EC50 in µM; NOD1-driven NF-kB luciferase reporter cells, luminescence; higher % means a stronger effect; in the data active = inhibition mostly above about 36%, no sharp cut-off; inactive = mostly below about 34%;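 note: HEK-293T reporter cells stimulated with the NOD1 agonist gamma-tri-DAP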
NS5 inhibitors – flavivirus cap methylation enzyme inhibition – biochemical, confirmation dose response, primary screen (AID 588689); Dengue-2 NS5 methyltransferase capping enzyme assay, biochemical; higher % means a stronger effect; one-dose inhibition, % at 25 µM; IC50 in µM for titrated hits; 340,000 tested, 0.3% active; in the data active = a potency from the dose series; inconclusive = inhibition above about 29% without an active follow-up result
HEK293 NOD2/NF-kB – NOD2 signaling inhibitors, cell-based, luminescence, uHTS, HEK293 (AID 1566) | HEK293 NOD2/NF-kB luciferase reporter, luminescence; higher % means a stronger effect | 290,000 tested, 0.63% active | inhibition, % at 4 µM; hits with a dose series show EC50 in µM; note: many of its hits are not listed in these tables
HIV fusion peptide – cell-free HIV fusion peptide-binding blockers – biochemical, uHTS, fluorescence dequenching, primary screen (AID 1986). cell-free peptide binding, fluorescence dequenching, 30 min; higher % means a stronger effect. 290,000 tested, 0.3% active. inhibition, % at 20 µM; hits with a dose series show IC50 in µM; in the data active = inhibition mostly above about 52%, no sharp cut-off; inactive = mostly below about 76%; note: some results filed as inactive read as strong as hits
KOR beta-arrestin-1 – kappa opioid receptor activators – cell-based, luminescence, uHTS, primary screen (AID 1777). KOR beta-arrestin recruitment, luminescence; higher % means a stronger effect. activation, % at 10 µM, or EC50 in µM where a hit was titrated. 280,000 tested, 0.02% active; in the data active = activation above about 50%, passing the limit was not always enough; note: a part of the inactive calls stands beside numbers as strong as those of hits
West Nile virus CPE – inhibition of WNV-induced cytopathic effect – cell-based, CPE readout (AID 1621); West Nile virus-infected cells, CPE inhibition; higher % means a stronger effect; CPE inhibition, % at 10 µM, or IC50 in µM where a hit was titrated; 290,000 tested, 0.02% active; in the data active = a potency from the dose series; inconclusive = CPE inhibition mostly from about 3.7% at the one dose, without a potency; inactive = the rest, 99 in 100 with CPE inhibition below about 2.2%; note: strong numbers were not always called active
Yfh1-depleted yeast – mitochondrial function rescue without frataxin homolog – Friedreich's ataxia, plus single-dose screen, dose response (AID 1465) | S. cerevisiae Yfh1-off respiration, WST-1 reduction, 72 h; higher fold induction means a stronger effect | one-dose fold induction at 50 µM; EC50 in µM for titrated hits | 220,000 tested, 0.074% active;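 active = fold induction of absorbance versus untreated yeast above a set limit, then at least 30% activation at any dose in follow-up; inconclusive = repeats straddling the limit, or above it without dose testing; inactive = fold induction below the set limit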;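 note: activators that raise dye reduction in frataxin-depleted yeast; strong numbers were not always called active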
AID2073 – disruptors of CaV2.2 binding to Mint1 – biochemical, HTRF (AID 2073); 290,000 tested, 0.19% active; inhibition, % at 20 µM; hits with a dose series show IC50 in µM; HTRF protein-protein interaction, Mint1-CaV2.2; higher % means a stronger effect; in the data active = inhibition mostly above about 51%, no sharp cut-off; inconclusive = no clear call, values can overlap the other calls; inactive = mostly below about 53%; note: some results filed as inactive read as strong as hits
KOR beta-arrestin-2 – kappa opioid receptor blockers – cell-based, luminescence, uHTS (AID 1778); inhibition, % at 10 µM; hits with a dose series show IC50 in µM; 290,000 tested, 0.091% active; KOR beta-arrestin recruitment, luminescence, antagonist mode; higher % means a stronger effect; note: strong numbers were not always called active
NS5 inhibitors pilot replicate – recorded beside NS5 inhibitors, whose call it bears; inhibition, %; measured here: pilot screen replicate inhibition
* marks the source's active call; other numbers are inactive results; i = inactive; u = inconclusive; x = not tested or not shown; [ ] = remark or other dose. Cut-off read from the data, not from the text of the source, unless noted: active = inhibition above about 50%; inactive = the rest. An excerpt. The share of hits here may be higher or lower than overall.

SMILES | NOD1 NF-kB reporter | NS5 inhibitors | HEK293 NOD2/NF-kB | HIV fusion peptide | KOR beta-arrestin-1 | West Nile virus CPE | Yfh1-depleted yeast | AID2073 | KOR beta-arrestin-2 | others
CC(C(=O)NCCN1C(=O)S/C(=C\c2cccnc2)C1=O)N1C(=O)c2ccccc2C1=O (configuration not stated) | -26% | -2% | 14% | 1.5% | -2.9% | 0.1% | i | -6% | 10%
COc1ccccc1C=NC(CO)C(O)c1ccc([N+](=O)[O-])cc1 (configuration not stated) | -16% | 0% | -2% | 0.8% | -0.6% | 0.2% | i | 9% | 19%
Cc1cc(C)n(CCNC(=O)CC2C(=O)NCCN2Cc2ccc(C)o2)n1 (configuration not stated) | -21% | -4% | -4% | 3.5% | 5.3% | -0.2% | i | u | -7%
CN(CC(=O)Nc1cccc2c1CCCC2)S(=O)(=O)c1ccc(Br)cc1 | x | -6% | 11% | -3.8% | 1.8% | 0.8% | i | 9% | -5%
N#CCC(CNc1ncc(C(F)(F)F)cc1Cl)OC(=O)c1ccc(Cl)cc1Cl (configuration not stated) | -9% | -4% | -8% | -0.4% | -1.9% | 0.1% | i | 17% | 15%
O=C(O)CCCCNCc1ccccc1 | 18% | -3% | 3% | 1.1% | 7.6% | 0.2% | i | 38% | 20%
COc1cccc(NC(=O)NC2(C(=O)N3CCC(O)CC3)CCCCC2)c1 | -3% | -11% | 6% | 2.7% | -1.5% | -0.5% | x | 14% | -3%
O=C(O)c1c2c(nc3ccc(S(=O)(=O)N4CCC(C(=O)NC5CCCCCC5)CC4)cc13)CCCC2 | -5% | 2% | 5% | 29% | 1.1% | 1.2% | i | 78% | 18%
Oc1[nH]c2ccccc2c1C=Nc1ccccc1 | -11% | -5% | -108% | 1.7% | 0.1% | 0.3% | i | -10% | 10%
O=S(=O)(NCCc1ccccc1)c1ccc(Cl)nc1 | -17% | -7% | 16% | 1.6% | 7.6% | -0.2% | i | -4% | -6%
CCCc1ccc2oc(C(=O)N3CCC(C(N)=O)(N4CCCCC4)CC3)c(C)c2c1 | -18% | 0% | -15% | -1.7% | -3.0% | -1.0% | x | 7% | -21%
COc1ccc(N=C2C(=O)Nc3c(C)cccc32)cc1 | 6% | 1% | 18% | -2.1% | -4.3% | 0.2% | u | -9% | -13%
Cc1ccc(NC2=NC3(CCCC3)N=C(N)N2)c(C)c1 | -4% | 1% | 8% | -0.2% | 0.5% | -0.1% | i | 0% | 6%
COc1ccc(N(C)C(=O)C2CCN(S(=O)(=O)c3cccc4nonc34)CC2)cc1 | -10% | -3% | 10% | -1.8% | -1.2% | -0.2% | x | 2% | -13%
c1ccc2oc(NC3=NCN(CC4CCCO4)CN3)nc2c1 (configuration not stated) | -38% | -1% | -27% | 3.6% | -2.4% | -0.1% | i | 3% | -46%
CCC(C)[C@H](NC(=O)NCCCOC(C)C)C(=O)OC (some centres not stated) | 4% | -5% | 4% | -0.7% | 3.5% | 0.0% | i | -21% | 22%
CCOc1ccc(N(Cc2ccc(OC)c(OC)c2)C(=O)c2ccco2)cc1 | -14% | -13% | 10% | -0.3% | -4.2% | -1.9% | i | -2% | 7%
COC(=O)c1ccccc1NC(=O)Cn1c(-c2nonc2N)nc2ccccc21 | -48% | -6% | -30% | 2.6% | x | x | x | -2% | x
Cc1ccc(S(=O)(=O)c2c(C)nn(C(C)(C)C)c2OC(=O)C2CCCC2)cc1 | 3% | x | 19% | -1.9% | -1.0% | 0.5% | i | -3% | 30%
COc1ccc(NC(=O)CN(C)C(=O)/C=C/c2ccc(OCc3ccccc3)cc2)cc1 | -70% | 2% | 16% | -1.1% | -4.0% | 2.9% | x | 15% | -218%
O=C(N/N=C(\Cc1ncc[nH]1)c1ccccc1)c1ccncc1 | -11% | -2% | -38% | 0.1% | 19% | 0.6% | i | u | 1%
CCOCCCNC(=O)C(c1ccc(C)cc1)N1CCOCC1 (configuration not stated) | 5% | -7% | 7% | 3.4% | -18% | -0.2% | i | 13% | 31%
O=C1CC(c2ccccc2)CC(O)=C1C=NCC1CCCO1 (configuration not stated) | -27% | 4% | -7% | -0.5% | 6.1% | 0.3% | i | 1% | -13%
COc1ccccc1C1C(C(=O)c2ccc(C)o2)=C(O)C(=O)N1c1cc(C)on1 (configuration not stated) | -22% | 2% | 20% | -0.6% | 5.3% | 0.0% | x | 11% | 6%
CN1CCN(C(=O)c2ccc(Cn3cc(Cl)cn3)o2)CC1 | -40% | -6% | -4% | 0.7% | 5.0% | -0.3% | x | 6% | -21%
Cc1cccc(NC(=O)CSc2nnc(-c3ccccc3)n2N)c1C | 1% | -7% | -8% | 1.0% | 8.7% | 0.1% | i | -3% | -10% | NS5 inhibitors pilot replicate=-4.0
COc1ccc(NC(=O)CC(C)CC(=O)NCc2ccc(F)cc2)c(OC)c1 (configuration not stated) | -18% | 1% | -3% | -0.2% | -3.6% | -0.7% | x | -4% | 5% | NS5 inhibitors pilot replicate=-0.9
COc1cc(NC(=S)Nc2cccc(C)n2)cc(OC)c1OC | -13% | x | -61% | -0.2% | -1.3% | -0.3% | i | 9% | -51%[20 µM]
COc1ccc(CCC(=O)NCC(=O)OCc2ccccc2)cc1 | 3% | -3% | 9% | 1.0% | -4.0% | -0.5% | x | 13% | -7%
CCOc1cccc(N2C(=O)CC(N3CCN(c4ccc(S(=O)(=O)CC)cc4)CC3)C2=O)c1 (configuration not stated) | -1% | -2% | -10% | -0.1% | 4.0% | 0.0% | i | 28% | 31%
O=C(Nc1ccc(N2CCCCC2)c(Cl)c1)c1cccnc1 | -43% | 1% | -69% | 1.4% | 0.2% | 1.8% | i | 0% | -21%
COc1cccc(C(C(=O)NC(C)(C)C)N(Cc2ccco2)C(=O)CCC(=O)Nc2cc(C)on2)c1OC (configuration not stated) | 9% | -3% | -5% | -2.9% | -0.5% | -0.5% | i | -23% | -26%[20 µM]
Cc1[nH]c2ccccc2c1/C=N/NC(=O)c1cc(-c2ccncc2)nc2ccccc12 | 6% | -6% | -6% | -1.3% | -2.0% | 1.0% | x | 15% | -28%
CC1CCN(c2ccc(C(F)(F)F)cc2N)CC1 | -29% | 2% | 16% | -1.0% | 7.8% | -0.1% | i | -5% | 11%
COc1cc(C2/C(=C(\O)c3ccc4c(c3)OCCO4)C(=O)C(=O)N2Cc2ccco2)ccc1O (configuration not stated) | -23% | 1% | 14% | 1.2% | -0.7% | -0.2% | x | -1% | -11%
O=C(NCCc1nc2ccccc2[nH]1)/C(=C/c1ccc2c(c1)OCO2)NC(=O)c1ccccc1 | -23% | -2% | 16% | 1.0% | 0.0% | -1.0% | i | -4% | -39%
CCCNC(=O)c1[nH]c(C)c(C(C)=O)c1C | -3% | 2% | -36% | -1.6% | 0.2% | 0.1% | i | 28% | -38%
COC(CSc1ncnc2c1oc1nc3c(cc12)COC(C)(C)C3)OC | -4% | -3% | -26% | -0.1% | 7.8% | -1.0% | i | -9% | -2%
O=C(CSc1nc2ccccc2c(=O)[nH]1)Nc1ccccc1C(F)(F)F | x | -9% | x | -1.3% | 7.9% | -0.4% | x | 8% | -17%
CCN1CCC(N2CCN(c3ccccc3OC)CC2)CC1 | -15% | -10% | 6% | -1.5% | -1.3% | -0.1% | x | 15% | 2%

Molecules listed so far containing an aryl thioether with sulfur outside any ring (three):
SMILES | NOD1 NF-kB reporter | NS5 inhibitors | HEK293 NOD2/NF-kB | HIV fusion peptide | KOR beta-arrestin-1 | West Nile virus CPE | Yfh1-depleted yeast | AID2073 | KOR beta-arrestin-2 | others
Cc1cccc(NC(=O)CSc2nnc(-c3ccccc3)n2N)c1C | 1% | -7% | -8% | 1.0% | 8.7% | 0.1% | i | -3% | -10% | NS5 inhibitors pilot replicate=-4.0
COC(CSc1ncnc2c1oc1nc3c(cc12)COC(C)(C)C3)OC | -4% | -3% | -26% | -0.1% | 7.8% | -1.0% | i | -9% | -2%
O=C(CSc1nc2ccccc2c(=O)[nH]1)Nc1ccccc1C(F)(F)F | x | -9% | x | -1.3% | 7.9% | -0.4% | x | 8% | -17%

Further results follow.
SMILES | NOD1 NF-kB reporter | NS5 inhibitors | HEK293 NOD2/NF-kB | HIV fusion peptide | KOR beta-arrestin-1 | West Nile virus CPE | Yfh1-depleted yeast | AID2073 | KOR beta-arrestin-2 | others
CCCCNc1cnn(-c2ccccc2)c(=O)c1Cl | -41% | -8% | -12% | -0.5% | 0.9% | -0.3% | i | -10% | -30%
Cc1cc(C)c2nc(SC(C)C(=O)NCC(=O)Nc3ccc(F)c(F)c3F)cc(C)c2c1 (configuration not stated) | 0% | -2% | -7% | -0.1% | 3.2% | -1.0% | i | 16% | 34%
Cc1c(Cl)cccc1NC(=O)CNC(=O)c1ccco1 | -35% | -3% | -2% | 0.3% | -2.9% | -0.5% | x | -2% | -36%[20 µM]
CCOc1ccc(CNc2nc3ccccc3n2C)cc1 | 14% | -9% | -52% | 0.5% | 4.9% | -0.4% | x | 12% | -48%[20 µM]
Cc1cc(NC(=O)CN2C(=O)/C(=C/c3ccccc3F)SC2=S)no1 | 13% | 3% | -9% | 2.6% | 7.2% | -0.6% | x | 0% | -19%
COc1cc(/C(C)=N/NC(=O)c2ccc(CSc3nncn3C)cc2)cc(OC)c1OC | -2% | -1% | 6% | 0.7% | -0.7% | -0.1% | i | 3% | -21%
COC(=O)Nc1ccc(OCC(=O)N2CCOCC2)cc1 | -22% | -4% | 12% | -1.4% | 12% | 0.4% | i | -6% | -15%
COc1ccc(OC2CCN(S(=O)(=O)c3ccc(C(C)=O)cc3)CC2)cc1 | 8% | -9% | 26% | -0.9% | 0.5% | -1.4% | x | 13% | -26%
COc1cccc(NC(=S)NC2CC3CCCC(C2)N3C2CCCC2)c1 (configuration not stated) | -39% | -6% | 14% | -1.4% | 5.4% | -0.3% | i | -13% | 2%
Cc1sc2c(c1C)CN(CCN1CCOCC1)CN2C(=O)c1ccccc1 | -18% | 2% | -22% | 0.5% | 0.7% | -1.4% | i | 1% | 14%
NC(=O)CC(NC(=O)Cc1ccc(Cl)cc1)c1ccc(NC2CCN(Cc3ccccc3)CC2)c([N+](=O)[O-])c1 (configuration not stated) | -18% | 3% | -20% | -2.3% | x | -1.3% | x | 4% | x
Cc1nc(OCc2ccccc2)c2sc3nc4c(cc3c2n1)COC(C)(C)C4 | -36% | 2% | -16% | 1.9% | 0.6% | x | x | -10% | -38%
CCO[C@@H]1OC(C(=O)O)=C[C@H](C2CC2)[C@H]1CCCO | -5% | -2% | -15% | 0.9% | 5.4% | 0.3% | i | 2% | -10%
O=C(Nc1c2c(nn1-c1ccc([N+](=O)[O-])cc1)CS(=O)(=O)C2)c1ccco1 | -10% | -4% | 4% | -0.7% | -7.2% | -0.3% | x | -2% | -10%
Cc1ccc(NC(=O)C(=O)NNC(=O)c2cccs2)cc1 | -50% | 3% | 3% | 9.7% | -2.7% | 0.0% | i | 1% | -11%
COc1ccc(C(=O)OCC(=O)c2c(N)n(C)c(=O)n(C)c2=O)cc1OC | -19% | -8% | 15% | -2.3% | -1.9% | 0.1% | i | 24% | -7%
CC1C=CCC2C(=O)N(c3cccc(C(=O)NCc4ccccc4)c3)C(=O)C12 (configuration not stated) | -7% | 1% | 17% | 3.9% | -3.8% | 0.2% | x | 13% | 1%
